D1 ag = activates the human D1 dopamine receptor; P21728; HEK293 T-REx D1 cells, calcium flux, agonist mode; activation, % at 2 µM; hit rate 1% among 360,000; AID 504660; in the data active = activation above about 30%; also: 0% is about no effect
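Agonism was scored from calcium flux recorded over 180 s (1 read/s) after pintool compound addition, following a 10-cycle baseline. Cells were inducible force-coupled HEK293 TREx D1, plated overnight at 30 C and loaded with no-wash calcium dye.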
D2 potentiator = positively modulates the human D2 dopamine receptor allosterically; P14416; HEK293 T-REx D2, calcium flux, EC20 dopamine potentiation; potentiation, % at 10 µM; hit rate 0.34% among 340,000; AID 485347;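 active = potentiation over 3 SD above the plate norm, cut at about 30% in these data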; also: 0% is about no effect
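Tetracycline-induced Hek293 Trex D2 cells, force-coupled to calcium, loaded with no-wash calcium dye. Compound added with 180 s kinetic read for agonism, then EC20 dopamine and a further 180 s read for potentiation.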
Vif-APOBEC3G blk = blocks the Vif interaction with human APOBEC3G. HeLa A3G-eYFP + Vif (tagged APOBEC3G with the HIV-1 protein that degrades it), YFP fluorescence, overnight. hit rate 0.076% among 410,000. Potency, µM (top dose mostly 46.1 µM), for inactives: at the top dose activity, negative = active, most hits filed as inhibitors;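 also: potency is read from the fitted curve at half-maximal effect; % is scaled to controls: 0 for no effect and ±100 for the full control effect; nearly all actives have a fitted effect of over 60% in size; hits raise eYFP signal because A3G escapes Vif-driven loss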
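Read-out is eYFP fluorescence (Ex 488/Em 500-530) from Vif-expressing HeLa A3G-eYFP cells; more signal means A3G escaped Vif-mediated degradation. Cells plated overnight, compound pinned in, incubated overnight at 37 deg C.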
Vif-A3F inh = blocks the Vif interaction with APOBEC3F; HeLa A3F-eYFP + Vif (tagged APOBEC3F with the HIV-1 protein that degrades it), YFP fluorescence increase; Potency, µM (doses to about 46.1 µM), for inactives: top-dose activity, negative = active; hit rate 0.2% among 390,000; also: potency is read from the fitted curve at half-maximal effect; % of control where 0% means no effect; nearly all actives have a fitted effect of over 65% in size
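Fluorescence increase (Ex 488/Em 500-530) after overnight compound treatment at 37 deg C flags inhibition of Vif-driven A3F-eYFP loss in stable HeLa A3F-eYFP/Vif cells seeded overnight beforehand.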
Glioma ERSR ind = inducers of ER stress response in human glioma cells. U87-MG GRP78 promoter luciferase reporter, 16 h. Potency, µM, for inactives: at the top dose activation, most hits filed as activators. hit rate 0.02% among 420,000. AID 602332; also: potency is read from the fitted curve at half-maximal effect; series mostly up to about 76 µM; % of control where 0% means no effect; nearly all actives have a fitted effect of over 35% in size
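ERSR induction read as luciferase luminescence (Bright-Glo, 10 min at room temperature) in stably transfected human U87-MG glioma cells exposed to compounds for 16 h, using GRP78 as sensor.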
RXFP1 ag = agonists of human relaxin receptor RXFP1. hit rate 0.3% among 370,000. Potency, µM (top dose mostly 57.5 µM), for the others: at the highest dose activation, actives largely listed as activators. Q9HBX9. HEK293T-RXFP1 cAMP TR-FRET, 30 min; response scale: percent of porcine relaxin response, buffer zero; also: potency is read from the fitted curve at half-maximal effect; % is scaled to controls: 0 for no effect and ±100 for the full control effect; nearly all actives have a fitted effect of over 60% in size; many of its hits are not listed in these tables
Target sequence (Q9HBX9 whole entry, looked up): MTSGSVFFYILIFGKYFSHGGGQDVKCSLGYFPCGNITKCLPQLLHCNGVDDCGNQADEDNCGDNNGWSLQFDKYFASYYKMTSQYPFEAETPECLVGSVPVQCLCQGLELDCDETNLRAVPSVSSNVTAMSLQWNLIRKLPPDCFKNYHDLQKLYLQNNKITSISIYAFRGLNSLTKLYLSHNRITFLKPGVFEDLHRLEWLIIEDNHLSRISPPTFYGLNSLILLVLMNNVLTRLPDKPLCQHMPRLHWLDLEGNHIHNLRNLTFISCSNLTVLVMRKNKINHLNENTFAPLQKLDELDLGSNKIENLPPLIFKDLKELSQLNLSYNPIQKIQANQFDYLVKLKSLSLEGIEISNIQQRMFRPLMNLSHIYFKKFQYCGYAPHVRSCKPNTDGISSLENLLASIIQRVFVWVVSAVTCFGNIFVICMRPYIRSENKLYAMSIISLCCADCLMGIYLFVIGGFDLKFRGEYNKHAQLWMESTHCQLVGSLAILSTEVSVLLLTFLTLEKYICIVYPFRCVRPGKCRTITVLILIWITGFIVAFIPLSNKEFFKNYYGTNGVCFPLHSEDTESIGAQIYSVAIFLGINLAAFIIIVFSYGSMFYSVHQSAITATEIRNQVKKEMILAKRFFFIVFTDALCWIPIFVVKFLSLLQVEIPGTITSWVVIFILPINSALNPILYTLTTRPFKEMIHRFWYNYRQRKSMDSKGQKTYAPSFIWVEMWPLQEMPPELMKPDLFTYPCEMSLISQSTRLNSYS
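cAMP rise read by TR-FRET after 30 min, 37C compound exposure (up to 58 uM) in RXFP1-transfected HEK293 cells with Ro 20174 present. EC50 from Hill-equation fits, with 29 nM porcine relaxin as 100% and buffer as basal.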
RXFP1 antagonist = RXFP1 (human) relaxin receptor antagonism; activity change, negative = inhibition, % at 57.5 µM; Q9HBX9; HEK293-RXFP1, relaxin-stimulated cAMP HTRF, 30 min; hits give low values; hit rate 0.59% among 350,000;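 active = activity change of -60% or lower, but not beyond a set lower limit; inconclusive = change between -60% and -40%, or beyond the set limit; inactive = change above -40%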; also: % is scaled to controls: 0 for no effect and ±100 for the full control effect
D1 antag = blocks dopamine activation of the human D1 receptor. P21728. HEK293 TREx D1 cells, calcium flux, dopamine EC80; hits give low values. activity change, negative = inhibition, % at 10 µM. hit rate 3.2% among 360,000. AID 504652; in the data active = activity change below about -30%; also: % is scaled to controls: 0 for no effect and ±100 for the full control effect
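Antagonism measured as reduced calcium response to an EC80 dopamine addition following 180 s compound pre-read; cells were inducible HEK293 Trex D1 plated overnight at 30 C, read kinetically at 1 cycle/sec.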
D1 PAM = potentiators of human D1 dopamine receptor; P21728; HEK293 TREx D1 cells, calcium flux, dopamine EC20 potentiation; potentiation, % at 10 µM; hit rate 0.036% among 360,000; AID 504651; in the data active = potentiation above about 30%; also: 0% is about no effect
Active calls of the source: *; ? = inconclusive; . = no result given; & = joins results of further samples. Unless noted, calls follow the shape of the dose curve; as a rule, active = well fitted curve in the direction sought with a large enough effect; inconclusive = small, poorly fitted or top-dose-only effect, or another doubt; inactive = no such curve, though single readings can be large; an effect the other way counts as inactive or inconclusive. The list is partial, so the mix of outcomes need not match the whole.

canonical_smiles,RXFP1 ag,D1 ag,Vif-APOBEC3G blk,Vif-A3F inh,D2 potentiator,Glioma ERSR ind,RXFP1 antagonist,D1 antag,D1 PAM
COc1ccc(OC)c2sc(N(CCN(C)C)C(=O)/C=C/c3cccs3)nc12,-0.9%,2,6%,0%,-17,-19%,-6,7,1
CCn1c(SCC(=O)Nc2ccccc2)nnc1C1CCCCC1,-0.8%,4,-1%,3%,9,-6%,7,-3,-6
O=C(O)COCC(=O)NCc1csc2ccccc12,-0.3%,3,1%,-8%,-1,1%,-7,0,-1
Clc1cccc(CN2CCc3c([nH]c4ccccc34)C2)c1,2.3%,3,0%,9%,.,5%,-64*,3,-7
CCOc1ccccc1NC(=O)C(=O)/C=C(\O)c1cc(OC)ccc1OC,-0.5%,1,1%,1%,3,-8%,-7,8,1
CC(=O)c1ccc(NC(=O)CSc2nccn2Cc2ccco2)cc1,1.5%,5,5%,-4%,-1,-4%,1,-24,-3
COc1ccc(OC)c(S(=O)(=O)N2CCC(C(=O)Nc3cccc(C)c3)CC2)c1,-1.7%,1,-2%,1%,-10,-1%,-1,-5,2
CCNC(=O)C(=O)N1CCC2(CC1)OCCN2S(=O)(=O)c1ccc(C)cc1,-0.1%,5,-4%,-22%,7,-3%,-3,-10,-6

More structures.
canonical_smiles,RXFP1 ag,D1 ag,Vif-APOBEC3G blk,Vif-A3F inh,D2 potentiator,Glioma ERSR ind,RXFP1 antagonist,D1 antag,D1 PAM
CC1=CC(=O)N(c2ccc(C)cc2)C1c1ccc(Cl)cc1 (configuration not stated),0.3%,8,-7%,-11%,2,-1%,-7,-1,1
O=C(Cc1ccc([N+](=O)[O-])cc1)N1CCCCCC1,-1.1%,5,0%,4%,-2,1%,-9,6,0
Cc1cc(=O)oc2c(CN3CCC(C)CC3)c(O)c(Cl)cc12,14%,9,0%,-1%,-9,-2%,6,4,1
COc1ccc2c(c1)C(C)=CC(C)(C)N2C(=O)C(C)N1C(=O)c2ccccc2C1=O (configuration not stated),0.6%,-2,0%,-1%,-5,-2%,12,17,11
CC(Sc1nnc(-c2cccs2)n1N)C(=O)NCC1CCCO1 (configuration not stated),5.4%,2,2%,-10%,.,0%,10,-16,0
O=C(Nc1ccc2c(c1)S(=O)(=O)N=C1CCCCCN12)c1ccccc1Cl,1.4%,7,-1%,-11%,0,-3%,0,1,-3
Cc1ccc2nc(NC3=NCN(Cc4ccccc4)CN3)nc(C)c2c1,0.3%,6,.,.,-10,.,.,1,-4
COCCNC(=S)NNC(=O)c1ccco1,1.0%,2,1%,-11%,24,4%,4,-2,-1

Carrying on:
canonical_smiles,RXFP1 ag,D1 ag,Vif-APOBEC3G blk,Vif-A3F inh,D2 potentiator,Glioma ERSR ind,RXFP1 antagonist,D1 antag,D1 PAM
Nc1cc(N)nc(SCC(=O)Nc2cc(S(=O)(=O)N3CCOCC3)ccc2Cl)n1,0.7%,4,1%,4%,5,-3%,-3,-16,-2
Cc1ccc(S(=O)(=O)Nc2ncnc3ccccc23)cc1,0.5%,1,0%,-17%,21,7%,3,7,0
COc1ccc(CC2(C)OC(c3ccc([N+](=O)[O-])cc3)=NN2C(C)=O)cc1 (configuration not stated),1.4%,1,-11%,9%,5,-4%,-11,-14,-2
CCN1CCN(C(=O)c2ccc3c(c2)N(Cc2ccc(Cl)cc2)C(=O)c2ccccc2S3=O)CC1 (configuration not stated),-2.1%,2,-4%,5%,-19,-2%,.,12,4
COc1ccc(C(CNS(=O)(=O)c2ccc(F)cc2)N2CCN(C)CC2)cc1 (configuration not stated),-0.1%,3,0%,6%,-12,-4%,-2,6,-9
O=C(CNc1ccc2ccccc2c1)N/N=C/c1ccc(C(=O)O)cc1,-0.6%,-1,-8%,-15%,2,8%,2,10,-1
Cc1cccc(C(=O)NCC(=O)OCC(=O)NCCNC(=O)COC(=O)CNC(=O)c2cccc(C)c2)c1,0.2%,2,3%,-14%,3,2%,6,-15,-6
COc1ccc(CCC(=O)NCc2ccccc2OC)cc1,3.3%,0,0%,3%,-3,-1%,12,-12,2

Next records.
canonical_smiles,RXFP1 ag,D1 ag,Vif-APOBEC3G blk,Vif-A3F inh,D2 potentiator,Glioma ERSR ind,RXFP1 antagonist,D1 antag,D1 PAM
Cc1cccc(C)c1NC(=O)C(=O)NCC(c1cccnc1)N1CCc2ccccc21 (configuration not stated),-0.1%,-1,2%,0%,3,-2%,-18,-9,2
CC(=O)Nc1ccccc1OCC(=O)N(Cc1ccccc1)C(C)C,-0.8%,2,2%,3%,-16,-6%,0,-10,-12
CSCC[C@H](NC(=O)OC(C)(C)C)c1nnc(SCC=C(C)C)o1,1.5%,4,-6%,-2%,.,-1%,-4,-8,-2
COc1ccc(OC)c(CCNC(=O)CCc2cn(Cc3cc(C)ccc3C)c3ccccc23)c1,1.2%,5,6%,3%,-4,-3%,6,1,1
CCOC(=O)c1c(CC(C)C)csc1NC=O,2.9%,9,-12%,.,4,1%,-15,3,-3
O=C(CN(Cc1ccc(Cl)c(Cl)c1)S(=O)(=O)c1ccccc1)N/N=C\c1ccc2c(c1)OCO2,1.8%,3,-8%,2%,1,-5%,-11,-4,-2
O=C(CSc1ccc(Cl)cc1)Nc1nnc(-c2cccc([N+](=O)[O-])c2)s1,0.1%,0,1%,3%,2,-2%,-1,4,0
Cc1ccc(C(=O)Nc2nnc(S(=O)(=O)N3CCN(c4ccc(F)cc4)CC3)s2)cc1,4.8%&-0.8%,4&1,0%&-1%,2%&4%,-8&-9,0%&-2%,11&-13,0&10,4&-3

Reformatted: two of the compounds above.
Screens in order: RXFP1 ag	D1 ag	Vif-APOBEC3G blk	Vif-A3F inh	D2 potentiator	Glioma ERSR ind	RXFP1 antagonist	D1 antag	D1 PAM
COc1ccc(OC)c(CCNC(=O)CCc2cn(Cc3cc(C)ccc3C)c3ccccc23)c1
    1.2%	5	6%	3%	-4	-3%	6	1	1
CCOC(=O)c1c(CC(C)C)csc1NC=O
    2.9%	9	-12%	.	4	1%	-15	3	-3

(further entries)
canonical_smiles,RXFP1 ag,D1 ag,Vif-APOBEC3G blk,Vif-A3F inh,D2 potentiator,Glioma ERSR ind,RXFP1 antagonist,D1 antag,D1 PAM
COC(=O)C1CC(=O)N(Cc2ccccc2)C1 (configuration not stated),-1.2%,3,-2%,6%,9,0%,1,6,0
CCOc1ccc2c(c1)c(=O)c(S(=O)(=O)c1ccc(CC)cc1)cn2CC,0.0%,1,-1%,0%,-1,-1%,-4,-17,1
Cc1cc(C(F)(F)F)nn1-c1nc(-c2ccccc2)cc(C(F)(F)F)n1,-0.5%,10,-2%,6%,8,-4%,-33,20,0
COc1ccc(NC(=O)CN2CCN(c3ccc(F)cc3)CC2)cc1,-2.0%,-1,2%,1%,4,-1%,4,-11,-1
COc1cccc(C2C3=C(N=c4s/c(=C\c5ccccc5O)c(=O)n42)c2ccccc2CC3)c1OC (configuration not stated),0.7%,2,.,.,.,.,.,-4,-4
Cc1cc(Br)ccc1NC(=O)CNC(=O)Cc1ccc(S(=O)(=O)N2CCOCC2)s1,0.2%,1,-3%,-13%,3,-3%,-6,-2,-12
Cc1ccccc1NC(=O)Nc1ccccc1C(N)=O,-0.7%,0,3%,0%,-3,1%,-4,0,5
NC(=O)c1nn(-c2ccccc2)nc1NC(=O)CN1CCOCC1,0.7%,2,-1%,2%,0,-1%,13,9,-2

More records
canonical_smiles,RXFP1 ag,D1 ag,Vif-APOBEC3G blk,Vif-A3F inh,D2 potentiator,Glioma ERSR ind,RXFP1 antagonist,D1 antag,D1 PAM
NC(=O)NC1(C(=O)O)CCCC1,.,.,3%,2%,.,-5%,-14,.,.
CCCCCC(=O)N1CC2(C)CN(C(=O)CCCCC)CC(C)(C1)C2=O,0.7%,1,-1%,.,3,-4%,3,2,-4
CCCOc1ccc(N2C(=O)CC(NNC(=O)c3ccc(COc4ccccc4)o3)C2=O)cc1 (configuration not stated),0.9%,-1,-10%,-2%,3,-8%,5,7,0
NC(=O)c1ccc(NC(=O)COC(=O)c2ccccc2Nc2ccccc2)cc1,2.3%,2,-4%,-7%,1,-6%,-19,10,6
O=C(CSc1nc2ccccc2s1)NCCOc1ccccc1,-0.8%,2,-9%,0%,-10,3%,.,-20,-7
CC1CCCCC1NC(=O)NC(=O)COC(=O)C1=NN(c2ccccc2)C(=O)CC1 (configuration not stated),0.8%,0,-1%,2%,23,-5%,-2,-8,-6
CCOc1ccc(Nc2oc(-c3cccc(Cl)c3)nc2C#N)cc1,2.1%,2,1%,-1%,-3,0%,-3,-1,-8
CCC(CC)NC(=O)COC(=O)c1ccc(OCc2ccc(C(C)=O)cc2OC)c(OC)c1,-0.5%,4,-9%,-3%,-2,-4%,-10,-1,-6

(listing goes on)
canonical_smiles,RXFP1 ag,D1 ag,Vif-APOBEC3G blk,Vif-A3F inh,D2 potentiator,Glioma ERSR ind,RXFP1 antagonist,D1 antag,D1 PAM
C[C@@H]1CN([C@H](C)CO)C(=O)CCCn2nncc2CO[C@@H]1CN(C)C(=O)OCc1ccccc1,.,.,-2%,-13%,.,-1%,5,.,.
CCC(=O)NC1(C(F)(F)F)C(=O)Nc2c1c(=O)[nH]c(=O)n2CC(C)C (configuration not stated),3.3%,2,-2%,-4%,0,-2%,-1,-18,-4
C=CCc1cccc(OC)c1OCCOCCNCCO,2.0%,1,-1%,2%,5,-4%,10,-16,-6
CCCn1c2ccccc2c2cnn(CC(=O)NCCCN(Cc3ccccc3)C(C)C)c(=O)c21,4.7%,-1,-2%,-1%,7,0%,-14,6,0
Cc1nn(C(C)C(=O)NCc2ccc(OC(C)C)cc2)c(=O)c2c1sc1ccccc12 (configuration not stated),-2.6%,0,1%,7%,3,-4%,-24,-6,-1
C=CCC1(/C=N/O)CCOC(C)(C)C1 (configuration not stated),-0.9%,0,2%,?,15,-10%,-4,-4,-4

Screening results as filed in PubChem BioAssay.
